SMARCA2 activ: increases SMARCA2 function in MMTV reporter cells. MG213 cells, MMTV-luciferase reporter, dexamethasone, overnight. activation, % at 9.1 µM. actives 1% (n = 370,000); in the data active means activation above about 7.8%;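 further: 0% = vehicle wells and 100% = reference activator wells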
ssDAF-12 act: activators of S. stercoralis DAF-12 nuclear receptor | HEK293 ssDAF-12/GRIP1 lit1-tk-luc reporter, luminescence; % of 3 µM dafachronic acid response | activation, % at 6.8 µM | actives 1% (n = 370,000) | AID 652126;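 active means activation above the mean over all tested compounds plus 3 SD, cut at about 0.9% in these data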;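 further: 0% = DMSO-only wells and 100% = 3 µM delta7-dafachronic acid wells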
GAA850 FXN act: increases GAA850 frataxin promoter reporter activity | activation, % at 6 µM | HEK293 lucGAA850 FXN promoter luciferase reporter, 24 h; percent of 10 µM SAHA response | actives 0.56% (n = 360,000) | AID 540364;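 active means activation above the average of all compounds screened plus 3 SD, cutoff fixed separately per campaign, cut at about 7.5% in these data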;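 further: 0% = DMSO wells and 100% = 10 µM SAHA wells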
ADAM10 inh: ADAM10 inhibition, QFRET primary screen; recombinant ADAM10, EDANS/DABCYL FRET peptide cleavage, 3 h; inhibition, % at 7 µM; actives 0.62% (n = 370,000); AID 720582;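 active means inhibition above a per-campaign cutoff equal to the mean of compounds falling between control-based bounds plus 3 SD, cut at about 20% in these data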;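 further: 0% = DMSO wells while the 100% control is not disclosed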
hgDAF12 agonist: activates the H. glycines DAF-12 receptor ligand-binding domain | HEK293 GAL4-hgDAF12 UAS-luciferase reporter, agonist luminescence; normalized to butyrate control | activation, % at 6.8 µM | actives 1.8% (n = 370,000);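 active means activation above a cutoff set at the mean of all screened compounds plus 3 SD, cut at about 10% in these data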;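 further: 0% = DMSO wells and 100% = sodium butyrate wells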
DAX1 inh-1: blocks DAX1 repression of SF-1 activated StAR promoter. HEK293T StAR-luciferase reporter, SF-1/DAX-1 repression relief. inhibition, % at 6.8 µM. actives 1.1% (n = 370,000). AID 652010;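 active means inhibition above the mean over all tested compounds plus 3 SD, cut at about 3.6% in these data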;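 further: 0% = DAX-1 cells with DMSO and 100% = cells lacking DAX-1 with DMSO; higher inhibition means more luminescence from relief of DAX-1 repression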
GC-A act: GC-A (human) enzyme activation | P16066 | HEK293 GC-A cells, cGMP TR-FRET, EC30 ANP; 0% at EC30 ANP, 100% saturating ANP | activation, % at 10 µM | actives 0.14% (n = 370,000) | AID 1671463; in the data active means activation above about 40%
Target sequence (P16066 whole entry, looked up): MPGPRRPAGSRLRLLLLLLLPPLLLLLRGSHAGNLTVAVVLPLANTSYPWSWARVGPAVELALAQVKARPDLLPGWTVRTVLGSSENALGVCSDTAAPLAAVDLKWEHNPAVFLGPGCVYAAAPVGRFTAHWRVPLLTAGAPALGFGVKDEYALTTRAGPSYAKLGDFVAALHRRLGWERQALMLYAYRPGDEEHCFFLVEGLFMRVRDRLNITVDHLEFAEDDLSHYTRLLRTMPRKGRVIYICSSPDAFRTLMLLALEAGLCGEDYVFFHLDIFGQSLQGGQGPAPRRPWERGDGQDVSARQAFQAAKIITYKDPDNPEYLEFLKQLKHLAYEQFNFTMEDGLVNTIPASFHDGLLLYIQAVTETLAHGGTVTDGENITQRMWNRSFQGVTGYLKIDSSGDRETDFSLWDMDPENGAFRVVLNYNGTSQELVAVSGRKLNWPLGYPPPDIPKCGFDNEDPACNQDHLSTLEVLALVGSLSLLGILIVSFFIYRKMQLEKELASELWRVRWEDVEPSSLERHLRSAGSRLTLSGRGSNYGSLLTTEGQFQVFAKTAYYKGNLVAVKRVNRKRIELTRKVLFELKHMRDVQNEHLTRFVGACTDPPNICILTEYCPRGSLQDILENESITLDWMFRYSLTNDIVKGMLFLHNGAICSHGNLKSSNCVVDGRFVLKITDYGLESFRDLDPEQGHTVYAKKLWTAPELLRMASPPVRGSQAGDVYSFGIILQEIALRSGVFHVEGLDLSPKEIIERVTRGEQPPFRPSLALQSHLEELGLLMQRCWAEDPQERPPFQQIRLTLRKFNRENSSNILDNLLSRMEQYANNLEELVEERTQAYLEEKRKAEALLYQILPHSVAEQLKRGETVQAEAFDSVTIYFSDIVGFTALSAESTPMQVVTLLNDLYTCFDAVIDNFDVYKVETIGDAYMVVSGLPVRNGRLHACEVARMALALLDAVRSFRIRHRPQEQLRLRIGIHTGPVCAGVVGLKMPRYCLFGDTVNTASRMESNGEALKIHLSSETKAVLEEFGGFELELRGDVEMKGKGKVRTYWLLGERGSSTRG
DAX1 inh-2: inhibits human nuclear receptor DAX1; P51843; HEK293 Gal4-DAX1 luciferase reporter, luminescence; inhibition, % at 6.75 µM; actives 0.99% (n = 340,000); AID 504766;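 active means inhibition above the mean over all tested compounds plus 3 SD, cut at about 4.2% in these data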;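 further: 0% = DAX1-transfected cells with DMSO and 100% = empty-vector control cells with DMSO; inhibition shows as a rise in luminescence from relieved DAX1 repression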
hcDAF12 agonist: activates DAF-12 receptor from parasite H. contortus | HEK293 hcDAF-12 lit1-tk-luc reporter, luminescence; 0% DMSO, 100% Δ7-dafachronic acid | activation, % at 6.8 µM | actives 1.4% (n = 370,000) | AID 652067;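 active means activation above the mean of all tested compounds plus 3 SD, cut at about 5.5% in these data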;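 further: 100% = response to 3 µM Δ7-dafachronic acid high control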
HGIII-sPLA2 inh: Blocks human group III sPLA2 activity; Q9NZ20; QFRET BODIPY PC-A2 liposome hydrolysis, fluorescence; inhibition, % at 12.2 µM; actives 0.56% (n = 370,000); AID 743126;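 active means inhibition above mean plus 3 SD of compounds lying within the high and low control bounds, cut at about 19% in these data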;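 further: 0% = median of test compound wells and 100% = no enzyme DMSO wells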
GC-B act: GC-B (human) receptor activation. P20594. HEK293-GC-B cells, CNP EC30, cGMP TR-FRET; 0% at EC30 CNP, 100% saturating CNP. activation, % at 10 µM. actives 0.11% (n = 370,000). AID 1920062;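 active means activation at 10 µM reaching about 35% in either raw or pattern-adjusted values, limit read from the data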
Starred values were filed as active, the others as inactive; x = no result given.

SMILES | SMARCA2 activ | ssDAF-12 act | GAA850 FXN act | ADAM10 inh | hgDAF12 agonist | DAX1 inh-1 | GC-A act | DAX1 inh-2 | hcDAF12 agonist | HGIII-sPLA2 inh | GC-B act
CC(C)CCN(CC(=O)NCc1ccc(F)cc1)S(=O)(=O)c1ccccc1F | -3.2 | -1.1 | 0.1 | 9.8 | -3.4 | -0.1 | -8.1 | -0.6 | -2.0 | -1.5 | -1.1
O=C1CCCN1CCNC(=S)Nc1ccccc1 | -0.8 | -1.0 | 1.5 | -2.2 | 0.4 | -0.7 | -0.1 | 1.0 | 0.8 | 2.9 | 4.2
COc1ccccc1NCCC(=O)OCC(=O)NC1CCCCCC1 | -4.0 | -1.2 | 2.1 | 5.0 | -2.0 | 0.2 | 2.2 | 0.4 | -0.5 | 12.8 | 4.6
Cc1ccc(C)c(CNc2ccc(S(=O)(=O)N3CCCCC3)cc2)c1 | -2.8 | -1.1 | 2.7 | 12.2 | -3.9 | -3.6 | -5.0 | -2.0 | -3.3 | -8.0 | -0.8
CSc1nc2sc3c(c2c(=O)n1C)CCCC3 | 3.7 | -0.5 | 3.6 | -1.7 | 2.4 | 0.7 | -0.1 | -1.3 | 0.4 | 0.1 | 3.0
O=c1[nH]c(SCCOc2cccc3ccccc23)nc2ccccc12 | 3.3 | -0.4 | -2.9 | -1.6 | 1.9 | 0.2 | -4.1 | 0.0 | 1.7 | -2.1 | -7.0
CCn1c(SCc2ccc(C#N)cc2)nnc1-c1ccc(S(=O)(=O)N2CCCCC2)cc1 | -1.2 | -1.3 | -2.1 | 1.6 | -4.2 | -2.2 | -4.4 | -1.5 | -3.1 | -3.9 | -5.6
CCNC(=O)C1CN(S(=O)(=O)c2ccccc2)CCN1S(=O)(=O)c1ccccc1 (centres undefined) | 0.4 | -1.7 | 0.3 | 6.9 | 1.1 | 0.1 | -0.9 | -0.2 | 1.0 | 1.0 | 2.1
C[C@H]1CN([C@@H](C)CO)C(=O)c2cccc(NS(=O)(=O)c3cn(C)cn3)c2O[C@H]1CN(C)S(C)(=O)=O | -0.5 | -1.0 | -1.8 | -3.8 | -0.1 | -0.1 | 1.0 | 0.6 | -0.1 | 10.2 | 4.5
Cc1oc(CC(C)C)cc1C(=O)Nc1ccc(C(=O)O)cc1 | -0.4 | -0.7 | 4.7 | -9.5 | -3.0 | 1.4 | 8.2 | 1.8 | 0.9 | -14.9 | 6.2
CCC(Oc1ccccc1F)C(=O)NCCCn1ccnc1 (centres undefined) | -1.4 | -1.0 | -2.0 | -0.2 | 3.3 | -0.3 | 0.6 | -0.2 | -2.3 | 0.3 | -3.6
Cc1cc(C)n(-c2nnc(NC34CC5CC(CC(C5)C3)C4)nn2)n1 | 3.2 | 0.6 | 6.9 | 5.9 | 13.3* | 2.8 | 5.6 | 0.8 | 5.0 | 14.3 | 6.0
COc1ccc(C(=O)N2CCCC2)cc1S(=O)(=O)N1CCC(C)CC1 | -0.9 | -0.4 | 0.3 | 6.2 | -0.3 | 0.1 | -2.6 | 1.9 | -0.9 | -5.8 | -2.3
CCN(C(=O)CSc1nc(C2CC2)n(-c2ccccc2)n1)C1CCS(=O)(=O)C1 (centres undefined) | -1.3 | -0.3 | -0.2 | 4.3 | 1.5 | 0.5 | 0.2 | -0.8 | 0.2 | -0.5 | -2.0
COc1ccccc1CN1CCN(Cc2ccc3ccccc3c2)CC1 | 0.4 | -1.3 | 2.2 | 5.6 | 1.8 | 0.0 | 4.4 | -0.6 | -2.1 | -2.9 | 1.3
Cn1c(=O)c2c(ncn2CC(=O)Nc2ccccc2)n(C)c1=O | -1.6 | -1.1 | -1.3 | -4.3 | -2.9 | -0.3 | -0.1 | -0.9 | 0.0 | -2.5 | 0.0
N=c1c2ccccc2nc2n1CCCCCCCCCCC2 | -1.1 | -2.1 | -2.8 | 11.3 | -1.8 | -1.0 | -3.6 | -2.4 | -2.3 | -1.8 | -8.2
O=C(Nc1cccc(NC(=O)c2ccc(F)cc2)c1)c1ccc(F)cc1 | -2.1 | 0.0 | 1.6 | -2.7 | -1.5 | -0.4 | 21.9 | 0.7 | 0.1 | 0.8 | 1.7
CCC(=O)NC(c1ccccc1)c1c(O)ccc2ccccc12 (centres undefined) | -2.3 | -0.6 | -2.7 | -82.0 | -1.3 | -0.1 | -8.0 | 0.2 | 0.9 | -29.2 | -3.9
O=C(CCc1ccccc1)NCC(=O)N/N=C/c1ccc(O)cc1O | -4.8 | -1.2 | -2.2 | -48.7 | -5.8 | -1.0 | -1.9 | 0.5 | -1.5 | -5.9 | -3.7
CCCNC(=O)C1(C)CCCN(Cc2ccccc2F)C1 (centres undefined) | -2.7 | -1.0 | -0.5 | -21.1 | -2.3 | -1.1 | 1.4 | x | -0.8 | 12.3 | -1.2
O=C(CSc1nncc2ccccc12)Nc1cccc(O)c1 | 1.1 | -0.8 | -0.6 | 0.7 | 1.9 | 0.2 | -2.2 | -1.7 | 1.5 | -7.1 | -2.7
CN(C)S(=O)(=O)c1cccc(NC(=O)CSc2nc3c(cc2C#N)C(=O)CC(C)(C)C3)c1 | -5.0 | -2.4 | -5.0 | 4.7 | -5.2 | -2.6 | -6.9 | -2.3 | -4.0 | -9.2 | 0.1
O=C(Nc1cccnc1Cl)c1ccc2c(Cl)c3c(nc2c1)CCC3 | 5.1 | 0.3 | 7.7* | 11.9 | 17.4* | 5.0* | 4.8 | 1.5 | 5.6 | 16.4 | 2.5
COc1ccc(-c2cc(NC(C)=O)c3ncc(-c4ccccc4)n3c2)c(OC)c1 | -0.4 | -1.2 | -0.1 | -52.7 | -1.9 | -0.3 | 4.8 | x | -1.8 | -2.4 | 10.7

Reprinted from the part before: 4 entries, followed by the next part.
SMILES | SMARCA2 activ | ssDAF-12 act | GAA850 FXN act | ADAM10 inh | hgDAF12 agonist | DAX1 inh-1 | GC-A act | DAX1 inh-2 | hcDAF12 agonist | HGIII-sPLA2 inh | GC-B act
O=C(CSc1nncc2ccccc12)Nc1cccc(O)c1 | 1.1 | -0.8 | -0.6 | 0.7 | 1.9 | 0.2 | -2.2 | -1.7 | 1.5 | -7.1 | -2.7
CN(C)S(=O)(=O)c1cccc(NC(=O)CSc2nc3c(cc2C#N)C(=O)CC(C)(C)C3)c1 | -5.0 | -2.4 | -5.0 | 4.7 | -5.2 | -2.6 | -6.9 | -2.3 | -4.0 | -9.2 | 0.1
O=C(Nc1cccnc1Cl)c1ccc2c(Cl)c3c(nc2c1)CCC3 | 5.1 | 0.3 | 7.7* | 11.9 | 17.4* | 5.0* | 4.8 | 1.5 | 5.6 | 16.4 | 2.5
COc1ccc(-c2cc(NC(C)=O)c3ncc(-c4ccccc4)n3c2)c(OC)c1 | -0.4 | -1.2 | -0.1 | -52.7 | -1.9 | -0.3 | 4.8 | x | -1.8 | -2.4 | 10.7
O=C(/C=C/c1nc2ccccc2s1)N1CCCCCC1 | 6.1 | -0.6 | 5.9 | -25.1 | 11.1* | 2.7 | 3.9 | 0.2 | 1.5 | 1.7 | -3.4
CN(C(=O)OC(C)(C)C)[C@H](Cc1ccccc1)C(=O)N[C@H]1CCCCNC1=O | -6.2 | -1.0 | 0.5 | -6.6 | -1.1 | -1.0 | 3.5 | 0.8 | -0.6 | 14.4 | 2.2
CCC(c1nc2ccccc2[nH]1)N(Cc1cccnc1)C(=O)c1cc(-c2ccccc2)on1 (centres undefined) | -1.5 | -1.5 | x | 1.6 | 5.2 | -0.4 | -2.7 | x | 0.9 | -8.8 | -5.8
CCN(CC)CCCNC(=O)c1cn(CC)c2cc(N3CCN(C(=O)c4ccco4)CC3)c(F)cc2c1=O | -1.5 | -1.1 | -0.2 | -52.5 | -0.5 | 0.2 | 3.1 | 0.8 | -3.9 | 6.1 | 3.1
Cc1nc(-c2ccc(S(=O)(=O)N3CCCN(CCc4ccccc4)CC3)s2)cs1 | -3.5 | -2.1 | 2.7 | -4.5 | -1.8 | -0.5 | -1.3 | x | -2.4 | -4.3 | -0.3
CCOc1ccc(C2NC(=O)Cc3cc(OC)c(OC)cc32)cc1 (centres undefined) | -0.5 | -1.5 | 4.2 | -0.9 | -1.8 | 0.0 | 1.8 | -0.3 | -0.5 | -3.8 | 3.3
CCCCC1=CC2=C(c3ccco3)C(=O)C(C)(OC(=O)c3ccc(OC)cc3)C(=O)C2=CN1CC1CC1 (centres undefined) | 1.1 | -1.6 | 1.6 | -59.6 | -0.5 | 0.6 | 5.2 | 0.2 | -0.1 | -5.2 | 0.2
O=C(Cn1nnc2ccccc21)c1ccc(Br)cc1 | 3.9 | -1.5 | 3.1 | 3.7 | 1.5 | 1.2 | -4.5 | 1.5 | -0.3 | -50.5 | -3.1
CN(CC(=O)Nc1ccc(Cl)c(C(F)(F)F)c1)C(=O)CCC(=O)c1ccccc1 | 0.8 | -1.2 | 0.9 | 9.6 | -4.1 | -0.9 | -1.0 | -0.3 | -1.1 | -11.9 | 0.3
COc1ccc(OC)c(N2CC(O)(c3cccs3)[N+]3=C2SCCC3)c1 (centres undefined) | 2.9 | -1.7 | 0.8 | 3.2 | -1.1 | -1.1 | -2.5 | 0.5 | 0.1 | 2.0 | 2.6
Cc1ccc(C(=O)Nc2nc3ccc(S(C)(=O)=O)cc3s2)s1 | 3.5 | -0.3 | 3.5 | -21.7 | 7.2 | 1.5 | -4.5 | 0.7 | 3.9 | -1.8 | -4.8
C=CC[N+]1(CC=C)CCOCC1 | -0.9 | -1.7 | -0.8 | -4.5 | -0.3 | 0.9 | 2.5 | -2.1 | -1.1 | -0.6 | 0.1
CCCCC(=O)Oc1ccccc1C1SCc2cc(C)c(C)cc2CS1 | -4.3 | -0.8 | -1.9 | -1.4 | -1.3 | 0.1 | 0.2 | -0.2 | -0.8 | 1.2 | -3.4
CCn1nc(C)c(/C=N/NC(=O)Cn2nnc(N)n2)c1C | 0.6 | -2.2 | 1.3 | -5.4 | 1.6 | 0.6 | -2.0 | -0.5 | 0.1 | -1.1 | 0.9
Cc1ccc(S(=O)(=O)c2c(COC(=O)c3ccc(Cl)cc3)c(-c3ccccc3)nn2C)cc1 | 1.5 | -1.5 | -0.7 | -1.7 | -0.7 | -0.1 | -0.6 | 0.0 | 0.4 | 9.5 | -3.4
CC(C)(C)n1nnnc1C(c1ccccc1)N1CCN(c2c(Cl)cncc2Cl)CC1 (centres undefined) | -3.2 | -1.2 | x | -8.8 | 1.2 | -2.0 | -5.3 | x | -1.6 | 3.8 | -2.1
COc1ccc(S(=O)(=O)N(C)CC(=O)NCC2CCCO2)cc1OC (centres undefined) | -2.0 | -0.9 | 1.8 | -8.0 | 0.4 | 0.1 | -6.5 | -1.3 | 1.4 | -2.3 | 1.9
CCOc1cc(CNCc2cccnc2)cc(Br)c1OCC(N)=O | 3.5 | -1.6 | 1.1 | 17.4 | 0.9 | 0.2 | -6.0 | 1.0 | -0.1 | 5.1 | 3.2
COc1ccccc1/C=C/C(=O)NC1CC2CCC1C2 (centres undefined) | 2.2 | -1.3 | 1.0 | -30.1 | -1.0 | 0.9 | 0.9 | 1.4 | 1.6 | 9.6 | 0.4

Source: PubChem (several laboratories)
